Bioassay records: PubChem BioAssay, National Center for Advancing Translational Sciences (NCATS)
BRCA1 expr act = activators of BRCA1 expression; MCF7-BRCA1-FFLuc reporter, luminescence, 48 h; response scale: scaled: vehicle 0%, 10 µM genistein 100%; Potency, µM (titrated, usually from 46.1 µM), without a hit: at the top dose activation, hits mostly activators; hit rate 1.1% among 380,000; AID 624202; active = well fitted activation curve with a large enough effect; inconclusive = small, poorly fitted or top-dose-only effect; inactive = no such curve, though single readings can be large or run the other way; also: nearly all actives have a fitted effect of over 80% in size; some results filed as inactive show a strong effect at the top dose
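MCF7 cells carrying a BRCA1-firefly luciferase reporter (2000 cells/well, phenol-red free MEM) were attached for 2 h at 37 °C, then given compounds for 48 h. Luminescence was read 15 min after luciferase reagent; activity normalized to genistein (10 microM) and DMSO.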
uPA surface inh = inhibitors of cell surface uPA generation. hit rate 0.31% among 330,000. cell surface uPA generation assay, qHTS. Potency, µM (doses to about 38.3 µM), inactives show top-dose activity change, negative = inhibition, hits mostly inhibitors; active = well fitted inhibition curve with a large enough effect; inconclusive = small, poorly fitted or top-dose-only effect; inactive = no such curve, though single readings can be large or run the other way; tested in mouse RAW 264.7 cells; also: % is scaled to controls: 0 for no effect and ±100 for the full control effect; nearly all actives have a fitted effect of over 55% in size
* marks the source's active call; other numbers are inactive results; u = inconclusive; [ ] = remark or other dose. Potency is read from the fitted curve at half-maximal effect. Only part of the results is shown. The share of hits here may be higher or lower than overall.

A first look:
mol	BRCA1 expr act	uPA surface inh
CC1(C2CCC3C4CCC5CC6(CCC5(C)C4C(=O)CC32C)OCCO6)OCCO1 (stereo not drawn)	-36%	-2%
O=C(CC1C[C@H](C(=O)N2CCOCC2)[C@@]2(CCC3CCCC3)c3[nH]c4ccccc4c3CCN2C1=O)NCc1cccc(C(F)(F)F)c1 (stereo partly drawn)	6%	16%
CCOC(=O)C1=C(COC(=O)CNS(=O)(=O)c2c(F)cc(F)cc2Br)NC(=O)NC1C (stereo not drawn)	9%	-3%
Cc1ccc(OCc2nnc(SCC(=O)O)n2-c2ccccc2)cc1	0%	1%
Cc1cc(C(=O)N2CCc3ccccc3C2)c(C)o1	u	u

The whole of this part, repeating the preview:
mol	BRCA1 expr act	uPA surface inh
CC1(C2CCC3C4CCC5CC6(CCC5(C)C4C(=O)CC32C)OCCO6)OCCO1 (stereo not drawn)	-36%	-2%
O=C(CC1C[C@H](C(=O)N2CCOCC2)[C@@]2(CCC3CCCC3)c3[nH]c4ccccc4c3CCN2C1=O)NCc1cccc(C(F)(F)F)c1 (stereo partly drawn)	6%	16%
CCOC(=O)C1=C(COC(=O)CNS(=O)(=O)c2c(F)cc(F)cc2Br)NC(=O)NC1C (stereo not drawn)	9%	-3%
Cc1ccc(OCc2nnc(SCC(=O)O)n2-c2ccccc2)cc1	0%	1%
Cc1cc(C(=O)N2CCc3ccccc3C2)c(C)o1	u	u
O=C1C=CC2(O[C@H](c3ccccc3)[C@@H](c3ccccc3)O2)[C@H](Sc2ccccc2O)C1	-77%	12%
CCOc1ccc(NC(=O)C2CC3CCC2C3)cc1 (stereo not drawn)	u	3%
C[C@H](O)[C@@]1(O)CC[C@H]2[C@@H]3CC[C@@H]4C[C@H](O)CC[C@]4(C)[C@H]3CC[C@@]21C	0%	7%
O=S(=O)(NC(CO)Cc1ccccc1)c1ccc(Br)cc1F (stereo not drawn)	2%	8%
OC[C@@H](O)[C@@H](O[C@@H]1O[C@H](CO)[C@H](O)[C@H](O)[C@H]1O)[C@H](O)[C@@H](O)CO	24%	-3%

7 of the entries above in order of the uPA surface inh value, low to high:
smiles | uPA surface inh
OC[C@@H](O)[C@@H](O[C@@H]1O[C@H](CO)[C@H](O)[C@H](O)[C@H]1O)[C@H](O)[C@@H](O)CO | -3%
CC1(C2CCC3C4CCC5CC6(CCC5(C)C4C(=O)CC32C)OCCO6)OCCO1 (stereo not drawn) | -2%
CCOc1ccc(NC(=O)C2CC3CCC2C3)cc1 (stereo not drawn) | 3%
C[C@H](O)[C@@]1(O)CC[C@H]2[C@@H]3CC[C@@H]4C[C@H](O)CC[C@]4(C)[C@H]3CC[C@@]21C | 7%
O=S(=O)(NC(CO)Cc1ccccc1)c1ccc(Br)cc1F (stereo not drawn) | 8%
O=C1C=CC2(O[C@H](c3ccccc3)[C@@H](c3ccccc3)O2)[C@H](Sc2ccccc2O)C1 | 12%
O=C(CC1C[C@H](C(=O)N2CCOCC2)[C@@]2(CCC3CCCC3)c3[nH]c4ccccc4c3CCN2C1=O)NCc1cccc(C(F)(F)F)c1 (stereo partly drawn) | 16%

Additional entries.
mol	BRCA1 expr act	uPA surface inh
CCOc1ccc2c(c1)C(=NNC(=O)c1ccccn1)c1cc(OCC)ccc1-2	1%	4%
COc1ccccc1C(=O)Nc1ccnn1C1CCN(C(=O)c2ccoc2)CC1	-24%	10%
O=C(N[C@H](CO)Cc1ccccc1)c1ccco1	-4%	0%
CC(C)(C)[C@H]1C=C(C(=O)O)O[C@@H](OCCCCO)C1	6%	6%
NC(=O)c1ncn([C@@H]2O[C@H](CNCc3ccccc3OCc3ccc(Cl)cc3Cl)[C@@H](O)[C@H]2O)n1	-9%	-5%
COc1ccccc1-c1cccc([C@@H]2C[C@H]3[C@H](CON3C)CN2S(=O)(=O)c2ccccc2C)c1	0%	14%
O=c1[nH]c2cc3c(cc2cc1CN(CCc1ccccc1)C(=S)NCCCN1CCOCC1)OCCO3	-23%	4%
Cc1cccc(OCC(=O)Nc2nonc2NC(=O)COc2cccc(C)c2)c1	2%	3%
CC(=O)Nc1c(Cl)c(Cl)c2c(c1Cl)Cc1cc(Cl)ccc1-2	-50%	-2%
CC(C)n1c(CN2CCN(C)CC2)nc2c1c(=O)n(C)c(=O)n2C	1%	4%
CCN1/C(=C/c2ccc3cc(C)ccc3[n+]2CC)Sc2ccc3sccc3c21	-37%	-4%
O=C(/C=C/c1ccccc1)CCN1CCOCC1	-98%[inhibitor]	34%[activator]
COc1ccc(/C=C2/CCCc3ccccc3C2=O)cc1	-8%	-10%
CCOc1cc(C(=O)Nc2ccc(S(=O)(=O)Nc3cnc4ccccc4n3)cc2)cc(OCC)c1OCC	-24%	-1%
CCOC(=O)c1cc(-c2nnc(-c3cc(OC)c(OC)c(OC)c3)o2)c(C)nc1C	-15%	11%
Cn1c2c(c3ccccc31)CCN=C2c1ccccc1	9%	1%
O=C(NCc1ccccc1)c1cccc(NC(=O)C2CCCC2)c1	2%	5%
COc1ccc(C(=O)NCC(C)NC(=O)c2ccc(OC)c(Br)c2)cc1Br (stereo not drawn)	-15%	-6%
CCOC(=O)C1CCN(C(=O)COC(=O)c2cccc(NS(=O)(=O)c3ccccc3)c2)CC1	-25%	-4%
CCO[C@@H]1OC(C(=O)NC2CC2)=C[C@H](C2CCCCC2)[C@H]1CCCO	-5%	8%
O=C1c2ccccc2CSc2c(O)cccc21	4%	1%
CCOC(=O)C1CCNC(=O)C1=O (stereo not drawn)	26%	4%
O=Nc1c(O)c2ccccc2c2ccccc12	-32%	5.6µM*
COc1ccc(Br)cc1C(=O)Nc1cccc(-c2nnc(-c3ccco3)o2)c1	0%	6%
Cc1nnc(SCCCOc2ccccc2)nc1C	0%	14%
Cc1ccc(C(C)(c2ccc(N)cc2)c2ccc(N)cc2)cc1	-18%	4%
CC(C)c1ccc(C(C(C(=O)c2ccccc2)N2CCOCC2)N2CCOCC2)cc1 (stereo not drawn)	55%	-1%
COC(=O)CN1C(=O)[C@@H]2[C@H](C1=O)[C@@H]1CC(C(=O)OC)=C[C@@H](C(=O)OC)[C@@H]3C1=C(C(=O)[C@@]3(C)NC(=O)c1ccccc1)[C@@H]2C	-5%	2%
O=C(NNC(=O)c1ccc2ccccc2c1)c1cccc(Br)c1	2%	-1%
COc1cc(C2c3cc4c(cc3OC(N3CCOCC3)C2C)OCO4)cc(OC)c1OC(C)=O (stereo not drawn)	-76%	-12%
O=C(NCc1ccccn1)C1CCC(=O)N1C1CCCC1 (stereo not drawn)	1%	13%
CCOC(=O)Cc1csc(NC(=O)c2c(C)noc2C)n1	-20%	2%
CC1C=CC=CC=CC=CC=CC=CC=CC(OC2OC(C)C(O)C(N)C2O)CC2OC(O)(CC(O)CC(O)C(O)CCC(O)CC(O)CC(=O)OC(C)C(C)C1O)CC(O)C2C(=O)O (stereo not drawn)	-84%	1%
CCN1C/C(=C\c2cc(OC)c(OC)c(OC)c2)C2=NN(c3ccccc3)C(c3cc(OC)c(OC)c(OC)c3)C2C1 (stereo not drawn)	0%	1%
Cn1c(=O)c(C(=O)c2ccccc2)c(O)c2ccccc21	-1%	1%
Clc1ccc2c(NCCNC3CCCCC3)ccnc2c1	-86%	-5%
COc1cc(CC2C(=O)OCC2C(=O)c2ccc3c(c2)OCO3)cc(OC)c1OC (stereo not drawn)	1%	0%
COc1ccc2c(c1)/C(=C/c1cc(OC)c(OC)c(OC)c1)C(=O)N2	-61%	-9%
O=C(c1cccc(Cl)c1)N1CCC(=O)N(C(CO)Cc2ccccc2)CC1 (stereo not drawn)	4%	-3%
Cn1c(-c2ccc(C#N)cc2)c(C#Cc2ccccc2)c2ccccc21	-47%	2%

Two entries from above, with values under each structure.
Each structure is followed by: BRCA1 expr act	uPA surface inh
COc1ccc2c(c1)/C(=C/c1cc(OC)c(OC)c(OC)c1)C(=O)N2
→ -61%	-9%
O=C(c1cccc(Cl)c1)N1CCC(=O)N(C(CO)Cc2ccccc2)CC1 (stereo not drawn)
→ 4%	-3%

(listing goes on)
mol	BRCA1 expr act	uPA surface inh
O=C(NCCc1ccccc1)c1ccccc1C(=O)NCCc1ccccc1	1%	9%
COc1ccc(CNC(=O)C2(CC3CC(c4ccccc4)=NO3)CCN(C(=O)OC(C)(C)C)CC2)cc1 (stereo not drawn)	0%	2%
Cc1cc(Br)c(Oc2cc(NN3CCCCC3)c([N+](=O)[O-])cc2[N+](=O)[O-])c(Br)c1	34%	u
COc1cccc(CNc2nc3ccc(NC(C)=O)cc3s2)c1	4%	-4%
C[C@]12CCC[C@H](O1)c1c(cc3c(c1O)C(=O)c1c(O)cc(O)cc1C3=O)O2	16%	-5%
O=C(CCN1CCc2ccccc2C(O)(c2ccccc2)C1)c1ccc2c(c1)OCCO2 (stereo not drawn)	-83%	-9%
CC(=NNC(=O)c1ccncc1)c1cc(Cl)ccc1Cl	-23%	0%
NS(=O)(=O)c1cnccc1NCCc1ccccc1	0%	6%
CCN(C(=O)CSc1nnc(-c2ccccc2F)n1N)c1c(N)n(Cc2ccccc2)c(=O)[nH]c1=O	7%	-2%
CCOC(=O)CCCCCNC(=O)c1ccc(F)cc1F	9%	5%
CCOC(=O)C1=C(COC(=O)CNS(=O)(=O)c2ccc(NC(C)=O)cc2)NC(=O)NC1C (stereo not drawn)	-2%	-3%
Clc1ccc(C2Nc3cccc4cccc(c34)N2)c(Cl)c1	-28%	5%
O=C1NC(c2cccc(OCc3ccccc3)c2)Nc2ccccc21 (stereo not drawn)	-85%	-9%
O=C(O)c1ccc[n+](Cc2ccc([N+](=O)[O-])cc2)c1	0%	2%
Cc1ccc(C2=NOC(C)(c3nnc(-c4ccccc4)o3)C2)cc1 (stereo not drawn)	-10%	-4%
C=CCN(c1ccccc1OC)S(=O)(=O)c1cccc(C(=O)OCC(=O)c2c(N)n(C)c(=O)n(C)c2=O)c1	-72%	-6%
O=C(CSc1nc(-c2ccco2)cc(C(F)(F)F)n1)NC1CCCCCCC1	-38%	5%
COC(=O)[C@H](NCc1ccc(OC)c(B(O)O)c1)C(C)C	0%	7%
CC(C)(C)OC(=O)N1CCCC(C(=O)Nc2cccc(C(=O)NC3CC3)c2)C1 (stereo not drawn)	-7%	-1%
CCOc1ccc(CCN2C(=O)C(=O)N([C@@H](CC(C)C)CN3CCC[C@@H]3CN3C(=O)C(=O)NC[C@@H]3Cc3ccccc3)C[C@@H]2Cc2ccc(O)cc2)cc1	-31%	5%
COc1cccc(OC)c1C(=O)NCCc1ccccc1	-16%	2%
CC(=O)c1cn(-c2ccc([N+](=O)[O-])cc2)c(=O)n(C)c1=O	-1%	0%
CCc1cc(CNC(=O)c2cccc(OC3CCN(S(C)(=O)=O)CC3)c2)on1	-20%	3%
N#CC(c1ccc([N+](=O)[O-])cc1)C(CC(=O)c1ccccc1)c1ccccc1 (stereo not drawn)	-61%	5%
O=C(Nc1ccccc1Sc1ccccc1)c1ccccc1F	31%	5%
CCOc1ccc(C2=CC(c3ccccc3)n3ncnc3N2)cc1 (stereo not drawn)	7%	-4%
Cc1ccc(S(=O)(=O)N2CCOCC2)cc1NC(=O)Cn1c(=O)ccn(Cc2ccccc2)c1=O	-13%	-4%
O=C1C=C(c2ccccc2)CO1	13%	-3%
COc1ccc(S(=O)(=O)N2CCOCC2)cc1C(=O)Nc1ccc(N2CCCCCC2)cc1	-40%	u
O=C1NC(=S)NC1=Cc1ccc(O)cc1	-27%	-8%
O=C(c1cn(-c2ccccc2)nc1-c1ccncc1)n1nnc2ccccc21	-12%	-2%
COC(=O)C1CC(C(=O)OC)C2C(C(=O)OC)CC(C(=O)OC)C12 (stereo not drawn)	23%	-2%
c1cc(CNCCNCc2ccncc2)ccn1	1%	-1%
CCCCn1c(N)c(N(CC(C)C)C(=O)c2ccc(OC)c(S(=O)(=O)N3CCOCC3)c2)c(=O)[nH]c1=O	1%	3%
Nc1nc(N)nc(-c2ccc([N+](=O)[O-])o2)n1	-26%	-10%
c1ccc2c(c1)ccc1nnnn12	-10%	-1%
Brc1ccccc1CN1CCN(Cc2c[nH]c3ccccc23)CC1	-92%[inhibitor]	-8%
NC1=NC[C@@H](Cc2ccc(O)cc2)N1CCC12CC3CC(CC(C3)C1)C2	-15%	-4%
O=S(=O)(c1ccccc1)C1Cc2ccccc2C1Cl (stereo not drawn)	-6%	4%
Cc1ccc2c(c1)[C@H]1[C@H](CO2)[C@H](c2ccccc2)[C@]2(C)C(=O)Nc3ccc(F)cc3C(=O)N12	-49%	u
O=C(Nc1ccc(C(=O)N2CCCC2)cc1)c1ccccc1	u	-18%
Cc1nnc(NS(=O)(=O)c2ccc(N=Nc3ccc(N)nc3N)cc2)s1	-6%	-8%
COc1cccc(CN2CCN(C(=O)c3ccco3)CC2)c1OC	19%	-3%
Oc1c(Cl)c(Cl)c2ncccc2c1Cl	-21%	2%
CC(=O)c1ccc(N2CCN(Cc3cc(=O)n4c(-c5ccccc5)csc4n3)CC2)cc1	0%	-6%
Cc1nn(-c2ccc(F)cc2)c(Cl)c1/C=C(/CCC(=O)O)c1nc2ccccc2s1	2%	-6%
COC(=O)C1=C[C@@H](C(=O)OC)[C@@H]2C3=C(C(=O)[C@]2(CC(C)C)NC(=O)c2ccccc2)[C@H](C)n2c(=O)n(-c4ccccc4)c(=O)n2[C@@H]3C1	-6%	12%
Nc1ccc2[nH]c(=S)sc2c1	-43%	0%
CCOC(=O)C1=C(C)NC(C)=C(C(=O)OCC)C1c1nc2ccccc2[nH]1	1%	15%
